# CRFR2-BP antag: blocks CRF-induced signaling of the CRF-BP/CRF-R2 complex | HEK293 CRF-R2/CRF-BP, CRF-induced calcium fluorescence | inhibition, % at 11.8 µM | 0.59% of 350,000 active | AID 588475;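 active = inhibition of the ligand-induced calcium signal above about 50% at the single tested concentration, limit read from the data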
# GalR3 antag: antagonists of human GalR3; O60755; HEK293 GalR3-CNG cAMP membrane potential fluorescence; galR3 body fused to GalR1 C-terminus; inhibition, % at 3 µM; 0.44% of 360,000 active;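 active = inhibition above the screen-wide average plus 3 SD, cut at about 13% in these data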;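 also: forskolin and galanin both at EC90 stimulate the cells; cAMP rise reported by CNG channel membrane potential dye signal; 0% = forskolin plus galanin with DMSO and 100% = forskolin alone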
# IDE cell inh: inhibits human insulin-degrading enzyme in HEK cells; P14735; FAbetaB cleavage, fluorescence polarization; 0.41% of 320,000 active; inhibition, % at 5.59 µM;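 active = percent inhibition above the average of all tested compounds plus 3 SD, set per screening campaign, cut at about 16% in these data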;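 also: IDE supplied by intact live HEK cells; FP after avidin binding of uncleaved biotin substrate so inhibition keeps polarization high; 0% = DMSO wells and 100% = 60 µM reference IDE inhibitor Ii1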
# CRFBP-R2 agonist: CRF-BP/CRF-R2 complex agonism; 0.46% of 350,000 active; AID 588473; HEK293 CRF-R2/CRF-BP, calcium dye fluorescence (FLIPR); percent of saturating CRF peptide response; activation, % at 13.2 µM;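 active = activation of at least 50%, plus an integration ratio under a set limit after plate pattern correction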;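 also: plate controls were neutral control wells without compound for no effect and CRF at EC100 for full effect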
# IDE act: IDE (human) activation, cell-based | P14735 | HEK cells, FAbeta-B cleavage, fluorescence polarization; 0% vehicle, 100% cell-free pure enzyme wells | activation, % at 5.96 µM | 0.073% of 340,000 active;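 active = activation above the mean of all tested compounds plus 3 SD, set per screening campaign, cut at about 17% in these data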
# p-CIP stab down: compounds decreasing mouse p/CIP protein stability; F442A p/CIP-EGFP cells, EGFP fluorescence, 16 h; decrease of EGFP signal, % at 10 µM; 0.01% of 290,000 active;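 active = EGFP signal decrease of at least 30% at 10 µM or well 3 SD below plate mean, unless failing retest; inactive = the rest, including hits failing retest or dose response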; also: some compounds called inactive have numbers as strong as hits; many of its hits are not listed in these tables
# Target sequence (Q05BA5 1-1403): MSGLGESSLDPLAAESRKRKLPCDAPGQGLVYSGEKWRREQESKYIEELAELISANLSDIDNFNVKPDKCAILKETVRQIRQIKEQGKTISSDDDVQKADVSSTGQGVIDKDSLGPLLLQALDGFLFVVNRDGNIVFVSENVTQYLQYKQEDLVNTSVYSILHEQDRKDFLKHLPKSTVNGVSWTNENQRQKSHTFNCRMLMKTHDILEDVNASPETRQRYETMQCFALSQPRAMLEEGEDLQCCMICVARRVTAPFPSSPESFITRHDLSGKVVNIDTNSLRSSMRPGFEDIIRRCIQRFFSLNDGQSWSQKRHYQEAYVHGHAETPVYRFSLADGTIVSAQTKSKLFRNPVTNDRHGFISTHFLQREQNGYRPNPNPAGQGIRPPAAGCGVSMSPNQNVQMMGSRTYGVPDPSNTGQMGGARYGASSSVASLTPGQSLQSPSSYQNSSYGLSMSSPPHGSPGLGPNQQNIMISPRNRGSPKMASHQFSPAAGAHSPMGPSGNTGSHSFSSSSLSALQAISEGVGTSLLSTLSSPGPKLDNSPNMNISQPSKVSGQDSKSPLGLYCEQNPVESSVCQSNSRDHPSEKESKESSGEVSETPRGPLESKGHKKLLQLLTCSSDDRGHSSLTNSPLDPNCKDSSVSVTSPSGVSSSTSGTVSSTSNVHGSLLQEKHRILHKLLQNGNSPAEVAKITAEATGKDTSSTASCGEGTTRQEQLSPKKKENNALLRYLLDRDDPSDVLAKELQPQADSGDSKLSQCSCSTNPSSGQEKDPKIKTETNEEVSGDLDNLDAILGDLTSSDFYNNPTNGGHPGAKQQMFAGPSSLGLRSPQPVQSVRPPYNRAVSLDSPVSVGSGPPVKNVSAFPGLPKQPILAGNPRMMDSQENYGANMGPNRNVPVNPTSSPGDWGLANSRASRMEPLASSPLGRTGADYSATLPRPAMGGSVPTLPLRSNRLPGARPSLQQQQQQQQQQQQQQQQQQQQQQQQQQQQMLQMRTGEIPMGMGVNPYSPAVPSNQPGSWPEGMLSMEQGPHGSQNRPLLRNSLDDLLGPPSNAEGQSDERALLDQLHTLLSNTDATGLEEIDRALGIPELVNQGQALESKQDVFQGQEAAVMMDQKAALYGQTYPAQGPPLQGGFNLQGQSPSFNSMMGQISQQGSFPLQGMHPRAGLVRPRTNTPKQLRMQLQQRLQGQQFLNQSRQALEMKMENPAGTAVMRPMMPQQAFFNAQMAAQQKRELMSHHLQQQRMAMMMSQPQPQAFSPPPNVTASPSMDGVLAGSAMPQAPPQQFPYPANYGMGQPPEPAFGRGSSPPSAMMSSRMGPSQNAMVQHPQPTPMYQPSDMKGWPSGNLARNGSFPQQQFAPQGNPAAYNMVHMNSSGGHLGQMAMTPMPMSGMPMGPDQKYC
# MEKK3 PB1 HTS: MEKK3-MEK5 PB1 interaction, increase or decrease; Q99759; bead-based flow cytometry, Alexa488-MEK5 binding to MEKK3; actives lie on both sides; 0 = blocked by unlabeled MEK5, 100 = vehicle; binding response (% of control), % at 10 µM; 1.4% of 290,000 active; AID 1529;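 active = binding response more than 3 SD above or below the average of its plate-row segment, actives on both sides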;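 also: Alexa488 bead fluorescence after subtracting the streptavidin-only scavenger bead signal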
# PHOSPHO1 inh: blocks human PHOSPHO1 phosphatase activity; Q8TCT1; inhibition, % at 13.3 µM; 1.1% of 290,000 active; recombinant PHOSPHO1, absorbance phosphatase assay; AID 1565; in the data active = inhibition above about 60%
# CHRM4 PAM: positive allosteric modulators of human muscarinic M4 receptor | activation, % at 3 µM | P08173 | CHO-K1 hM4/Gqi5, Fluo-8 calcium fluorescence, ACh EC20; 0% = ACh EC20, 100% = maximal ACh | AID 624126 | 0.4% of 360,000 active;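 active = activation above its plate's cutoff, the mean activation of sample wells plus 3 SD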; also: some results filed as inactive read as strong as hits
# * = called active by the depositor; / = not tested or not shown; & = joins results of further samples. The order is random. About 4.2% of those tested had a hit in this group.
SMILES,CRFR2-BP antag,GalR3 antag,IDE cell inh,CRFBP-R2 agonist,IDE act,p-CIP stab down,MEKK3 PB1 HTS,PHOSPHO1 inh,CHRM4 PAM
Cc1ccccc1N1CCN(S(=O)(=O)c2nnc(NC(=O)c3ccc(F)cc3)s2)CC1,10,-7,-2,1.2,0,-10,99,12,9
CCOC(=O)CSc1nc2cc(S(=O)(=O)N3CCOCC3)ccc2n1CC,-7,-2,6,-0.1,-3,/,/,/,-1
CCCCCc1cc(=O)oc2c(C(CCN3CCCCC3)c3cc(OC)c(OC)c(OC)c3)c(OC)cc(OC)c12 (stereo unspecified),-7,-3,5,-0.5,13,-11,108,13,-2
COc1cc(C(=O)OCC(=O)Nc2ccc(S(=O)(=O)N3CCCC3)cc2)cc(OC)c1OC,7,-5,0,-5.0,-2,/,/,/,-2
CSCC(=O)N1CCCC(CNC(=O)c2ccccc2Cl)C1 (stereo unspecified),-4,0,5,14,1,-8,93,6,8
COC(=O)CNC(=O)C(C)(C)Oc1ccc(Cl)cc1,7,2,-2,0.1,2,0,106,11,2
CCN(C(=O)COC(=O)COc1ccc(Cl)c(C)c1)C1CCS(=O)(=O)C1 (stereo unspecified),-4,-7,-1,0.3,-2,/,/,/,-1
COc1cccc(NC(=S)NC(=O)/C=C/c2ccco2)c1,-5,-4,-1,0.1,-5,3,101,40,-3
Cc1nc(Nc2ccccc2C(F)(F)F)sc1C(=O)N(C)C,-28,-4,-8,-0.5,4,10,103,0,-2
O=S(=O)(c1ccccc1)N(CC1CO1)c1ccccc1 (stereo unspecified),6,-4,0,-0.4,9,-4,96,50,0
COc1cc(C)ccc1OCC(=O)OCC(=O)NCC1CCCCC1,-7,-7,-4,0.1,3,/,/,/,2
Cc1cc(Cc2ccc(N)c(C)c2)ccc1N,3,-6,1,-0.2,8,-1,97,32,8
Cn1c(SCc2cccnc2)nc2c(c1=O)SCC2,3,4,2,0.2,5,-3,99,47,0
CCOC(=O)c1ccc(NC(=O)CN2C(=O)NC3(CCCCCCC3)C2=O)cc1,-10,-6,4,0.0,-6,/,/,/,11
CC(=O)c1ccc(OCCCC(=O)Nc2cccc(S(=O)(=O)N3CCCCC3)c2)cc1,1,-7,-2,0.1,3,/,/,/,-1
N#Cc1ccc(C2=CC(=O)C[C@H](c3ccc(F)cc3)C2)cc1,5,-3,3,-0.4,-4,/,/,/,-3
CC(=O)NC(CCCN1C(=O)c2ccccc2C1=O)c1nnn(C)n1 (stereo unspecified),11,-3,-1,-1.6,4,-3,101,-4,8
CN1C(C(=O)Nc2cccc(O)c2)=CC(c2cccs2)=NS1(=O)=O,11,/,2,3.1,-1,-1,101,-4,5
Cc1cc(C)nc(Oc2ccc(Br)cc2)n1,17,2,4,-1.6,6,-12,109,33,-8
CCCN(CCC)CCCNC(=O)C1c2cc(OC)c(OC)cc2C(=O)N(C)C1c1cccs1 (stereo unspecified),-17,-3,-5,5.8,5,-11,102,14,5
CCn1c(SCC(=O)c2ccc(O)c(O)c2)nnc1-c1ccc(C)cc1,-1,-1,4,-0.9,7,-3,90,81*,-2
O=[N+]([O-])c1ccccc1S(=O)(=O)Nc1nc2ccccc2s1,25,-1,-1,-0.9,2,-6,102,19,0
C#CCOc1ccc(Cl)cc1/C=C1/C(=O)ON=C1C,17,-14,2,-1.7,-3,-6,104,38,10
CC(=O)c1sc(NC(=O)CS(=O)(=O)c2ccccc2)nc1-c1ccccc1,-4,-5,3,-0.7,-1,/,/,/,-7
Clc1ccc(Cc2nc(-c3ccncc3)no2)cc1,-7,0,1,1.1,-1,-3,68,49,9
# New compounds follow.
SMILES,CRFR2-BP antag,GalR3 antag,IDE cell inh,CRFBP-R2 agonist,IDE act,p-CIP stab down,MEKK3 PB1 HTS,PHOSPHO1 inh,CHRM4 PAM
Cc1ccc(-n2c(=O)[nH]cc(C(=O)Nc3ccc4c(c3)OCO4)c2=O)cc1C,-25,0,3,5.6,2,-6,106,1,-2
Cc1nnsc1C(=O)Nc1cccc(Cl)c1Cl,-1,-3,-5,-2.3,-2,-12,123,-26,6
O=C(CSc1nc2ccsc2c(=O)n1NC(=O)c1ccccc1)Nc1nccs1,12,-3,3,2.0,-1,1,96,5,7
CC(C(=O)NCCc1nc2ccccc2[nH]1)n1cc([N+](=O)[O-])cn1 (stereo unspecified),-14,4,3,2.9,1,-12,99,30,-5
COc1ccc(C(=O)NC(C(=O)N2CCN(C/C=C/c3ccccc3)CC2)C(C)C)cc1 (stereo unspecified),-14,-8,/,-1.3,/,/,/,/,5
CC(C)CC(CO)N1CCN(C(=O)c2ccc(Cl)c(Cl)c2)CCC1=O (stereo unspecified),-2,-4,1,-1.7,3,/,102,/,6
CCN(CCCNC(=O)COc1cc(=O)n(CC)c2ccccc12)Cc1ccccc1,11,-5,2,-3.6,-1,-8,102,-10,-4
Cc1nc(CN(C)C(=O)C2CCC(=O)N(CCc3cccc(F)c3)C2)cs1 (stereo unspecified),-8,-3,-2,0.6,6,-5,104,53,-5
Cc1csc(=Nc2ccccc2)n1CCCN1CCCC1=O,-9,-3,1,0.8,-1,10,101,18,0
O=S(=O)(NC1C2CC3CC(C2)CC1C3)c1ccc(F)cc1 (stereo unspecified),-1,0,/,-1.1,-2,/,/,/,-6
COc1ccc(C)cc1S(=O)(=O)N(CC(=O)NCc1ccc(Cl)cc1)Cc1ccccc1,-8,-4,4,4.5,-2,-16,103,-13,-7
Cc1ccc2nc(C3CCN(S(=O)(=O)c4ccc5ccccc5c4)CC3)[nH]c2c1,-12,-1,5,-0.6,-10,-7,101,-26,-12
CC1CCc2c(c3ccccc3[nH]c2=O)O1 (stereo unspecified),5,-2,4,0.4,0,-9,105,20,-6
CCc1ccccc1NC(=O)CSc1nc2ccccc2n1CC(=O)N(C)C,5,-3,/,0.1,-6,3,100,2,6
O=C(c1ccc(F)cc1)c1c[nH]c(C(=O)NCc2cccnc2)c1,-15,-3,2,2.5,-3,-9,101,-6,8
CC1(C)Cc2ccccc2C(C(=O)c2ccccc2)=N1,6,-10,6,-6.2,3,6,105,-12,4
COc1ccc(C2=C3C(=O)OCC3Cc3ncn(Cc4ccccc4)c32)cc1 (stereo unspecified),-17,2,2,-1.0,1,/,/,/,9
CCOC(=O)NC(Nc1cc(C)ccn1)(C(F)(F)F)C(F)(F)F,11,1,2,-2.5,2,2,100,21,11
Cc1cccc(C)c1NC(=O)CN(C)C(=O)C1CC1C (stereo unspecified),-9,-3,0,0.7,5,/,/,/,4
NC(=S)C(c1ccccc1)c1ncc(C(F)(F)F)cc1Cl (stereo unspecified),-15,-8,4,1.6,-1,-11,99,39,-10
CCc1oc2ccccc2c1C(=O)c1cc(Br)c(O)c(Br)c1,55*,-2,8,-0.5,5,4&-15,108&104&96,-4&3,-14
COc1cc(C(=O)N2CCc3ccccc32)c([N+](=O)[O-])cc1OC,12,-8,5,-0.2,3,-8,105,36,-1
O=C(Cc1ccccc1)Nc1cccc(NC(=O)c2cccs2)c1,1,-3,6,-0.6,5,10,98,6,4
Nc1ccc(N2CCOCC2)c(Cl)c1,10,-5,-8,-0.7,-7,-2,85,-1,7
CCc1cccc2sc(N(CCCN3CCOCC3)C(=O)CS(=O)(=O)c3ccccc3)nc12,5,-1,3,-0.5,7,/,/,/,-3

# Quoted from the listing.
# CHRM4 PAM with Nc1ccc(N2CCOCC2)c(Cl)c1 stands at 7
# MEKK3 PB1 HTS with Cc1nc(CN(C)C(=O)C2CCC(=O)N(CCc3cccc(F)c3)C2)cs1 (stereo unspecified) stands at 104

# Later entries.
SMILES,CRFR2-BP antag,GalR3 antag,IDE cell inh,CRFBP-R2 agonist,IDE act,p-CIP stab down,MEKK3 PB1 HTS,PHOSPHO1 inh,CHRM4 PAM
Cc1ccc(C(=O)Oc2cccc(NC(=O)c3ccco3)c2)cc1S(=O)(=O)N1CCC(C)CC1,-13,-8,0,-0.1,5,-5,107,11,-7
Cc1c(Cl)cccc1NC(=O)CCCn1cnc([N+](=O)[O-])n1,2,-4,3,-1.2,6,13,101,8,7
O=C(Cn1ncc2c1-c1ccccc1OC2)Nc1cccc(Cl)c1,-14,/,5,2.5,2,-13,112,17,2
COc1cccc(/C=N/Nc2ccc([N+](=O)[O-])cc2)c1O,13,-9,2,7.2,1,-9,99,-7,-6
CC1CCCCN1S(=O)(=O)c1ccc([N+](=O)[O-])cc1 (stereo unspecified),15,-4,0,-3.5,4,1,99,-21,-14
CN(C(=O)c1ccncc1)c1nnc(-c2ccncc2)s1,10,/,-5,-0.7,-1,6,105,-1,4
Nc1nc(SCC(=O)NCc2ccco2)[nH]c(=O)c1-c1ccccc1,12,0,-7,0.3,0,4,102,46,13
CC1CCC2(CC1)NC(=O)N(CC(=O)c1ccc3c(c1)OCO3)C2=O (stereo unspecified),-11,-2,2,0.3,2,0,99,4,-1
O=C(C1CC1)N1CCc2cc(Br)cc(S(=O)(=O)NCc3ccco3)c21,-2,-10,5,-1.3,4,-8,109,-12,4
c1ccc(-c2nc(-c3cccnc3)cs2)cc1,3,-11,/,-1.6,0,1,93,25,3
Cc1ccccc1OCC(=O)O/N=C(\N)c1ccncc1,5,-8,1,1.2,-1,-17,103,11,-8
Cc1csc2nc(CSc3nc4ccccc4o3)c(Br)n12,22,-6,7,0.3,-1,-16,93,-36,-4
CCN(CC)CCNCC1C(=O)O[C@@H]2C[C@@]3(C)CCC[C@H](C)C3=C[C@H]12 (stereo partly specified),4,-10,-2,0.8,5,-1,108,/,1
Cc1cccc(CSc2nnc(-c3ccco3)o2)c1,9,-1,11,-0.3,-2,-1,100,10,4
Cc1ccc(S(=O)(=O)N2CCN(C(=O)CCCOc3ccc(Cl)cc3C)CC2)cc1,2,-3,3,11,-3,/,/,/,-5
CCOC(=O)C1=C(C)NC(C)=C(C(=O)OCC)C1c1cc2ccc(C)cc2[nH]c1=O,-17,-2,4,0.7,2,-4,101,26,2
O=C(Cn1c(=S)nc2ccccn21)N1CCc2ccccc2C1,3,2,0,0.0,0,0,93,-2,4
OC(c1ccccc1)c1nccn1Cc1ccccc1 (stereo unspecified),9,-3,0,-1.4,3,-6,102,-9,8
COc1cccc(C(=O)NCCC(=O)NCc2cc(=O)n(C)c(=O)n2C)c1,-2,-4,1,-0.2,3,-7,100,15,-2
Cc1cc(NC(=O)c2ccc(S(=O)(=O)N3CCCC3)cc2)nc2c1c(=O)oc1ccccc12,2,-1,/,-0.6,3,-1,89,-12,10
CC(C)(C)OC(=O)N1CCC(c2cc(=O)n3[nH]cc(C(=O)NC4CCCC4)c3n2)CC1,51*,1,2,-0.3,4,-11,100,1,14
Cc1cc(Cl)c(S(=O)(=O)N2CCCCCC2)cc1OCC(N)=O,3,-5,3,-2.7,-1,-9,101,0,-1
COc1ccccc1C(=O)COC(=O)Cn1c(C)csc1=O,-5,0,4,-1.1,0,/,/,/,8
Nc1ccc(-c2nc3ccccc3[nH]2)cc1,-7,-2,-3,0.5,-2,-6,108,15,1
CCCN1CCc2c(sc(NC(=O)c3ccc(S(=O)(=O)N(C)c4ccccc4)cc3)c2C(N)=O)C1,-63,/,16*,99*,-8,-32,101,-23,-8
Cn1c(SCC(=O)Nc2ccc3[nH]c(=O)[nH]c3c2)nnc1-c1ccccc1,9,-4,3,2.8,-1,7,103,22,-3

# Source: PubChem (several laboratories)
